Screening data deposited in PubChem BioAssay by several laboratories.
LYP inhibition: LYP phosphatase inhibitors, primary screen, biochemical, DiFMUP fluorescence, recombinant catalytic domain, 10 µM (AID 606). Tyrosine-protein phosphatase non-receptor type 22 (Homo sapiens). 52,000 tested, under 10 active. recombinant LYP catalytic domain, DiFMUP fluorescence; higher % means a stronger effect. inhibition, % at 10 µM; hits with a dose series show IC50 in µM;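 active = IC50 under 40 µM in the dose-response test; inactive = IC50 of 40 µM or more, or never dose-tested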
TNAP inhibition: human TNAP enzyme inhibitors, biochemical, luminescent (AID 518) | Alkaline phosphatase, tissue-nonspecific isozyme (Homo sapiens) | purified TNAP enzyme, luminescent substrate readout; higher % means a stronger effect | inhibition, % at 20 µM; hits with a dose series show IC50 in µM | actives 0.09% (n = 64,000); in the data active = a potency from the dose series; inactive = the rest, 99 in 100 with inhibition below about 22%;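 also: plate controls were vehicle for no effect and reference inhibitor for full effect; many of its hits are not listed in these tables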
Spn PMK inh: S. pneumoniae PMK inhibitors, primary screen, biochemical, mevalonate pathway, pilot trial included; phosphomevalonate kinase (Streptococcus pneumoniae D39); purified PMK, PK/LDH-coupled NADH absorbance 340 nm; inhibition, % at 10 µM; actives 0.49% (n = 65,000); AID 539, 2006;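 active = top-ranked compounds by inhibition in the single 10 µM screen, taking a fixed number of the strongest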;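 also: 0% = full reaction with DMSO carrier and 100% = background rate without enzyme reaction; no value below 0 was filed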
HPDE-C7K KRASV12: cytotoxicity in KRAS-transformed pancreatic duct cells, primary screen, cell-based, fluorescence, HTS (AID 431); HPDE-C7K KRASV12 cells, Alamar Blue viability, 48 h; higher % means a stronger effect; cytotoxicity, % at 10 µM; hits with a dose series show EC50 in µM; actives 1.7% (n = 63,000);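 active = compounds whose percent cytotoxicity in the single-dose primary screen, scaled between solvent and toxic-drug controls, exceeds 50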;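 also: 0% = DMSO solvent wells and 100% = doxorubicin-treated wells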
DPM-DC inhibit: S. pneumoniae DPM-DC inhibitors, primary screen, biochemical, PK/LDH-coupled NADH fluorescence. diphosphomevalonate decarboxylase (Streptococcus pneumoniae D39). purified DPM-DC. calls only at 10 µM. actives 0.49% (n = 65,000);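 active = the 320 compounds with the highest percent inhibition in the single-dose primary screen, excluding strongly autofluorescent ones, cut at about 32% in these data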;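 also: kinetic rate of NADH fluorescence loss reporting ADP formed by the decarboxylase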
Spn MK inh: S. pneumoniae MK inhibitors, primary screen, biochemical, PK/LDH-coupled NADH absorbance; purified MK, PK/LDH-coupled NADH absorbance 340 nm; inhibition, % at 10 µM; actives 0.48% (n = 65,000);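 active = ranked among the strongest by inhibition in the single 10 µM screen, a fixed top-ranked set picked for dose follow-up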; also: no value below 0 was filed
HT1080 viability: cytotoxicity in HT1080 fibrosarcoma cells, cell-based, fluorescence readout (AID 620) | actives 0.42% (n = 87,000) | HT1080 viability, fluorescence; higher % means a stronger effect | cytotoxicity, % at 10 µM; hits with a dose series show EC50 in µM;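 also: cells exposed to compound overnight then 4 h with Alamar Blue; 0% = vehicle DMSO and 100% = killing control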
Bfl-1 inhibitors: Bfl-1 inhibitors, primary screen, biochemical, fluorescence polarization, FITC-Bid, mouse (AID 432) | Bcl-2-related protein A1 (Mus musculus) | FITC-Bid BH3 peptide fluorescence polarization displacement; higher % means a stronger effect | one-dose displacement, % at 20 µM; IC50 in µM for titrated hits | actives 0.02% (n = 64,000); in the data active = a potency from the dose series; inactive = the rest, 99 in 100 with displacement below about 15%; also: strong numbers were not always called active
HPDE-C7 cytotoxicity: cytotoxicity in HPDE-C7 cells, cell-based, fluorescence, HTS (AID 430); actives 1.8% (n = 63,000); HPDE-C7 pancreatic duct cells viability, fluorescence; higher % means a stronger effect; cytotoxicity, % at 10 µM; hits with a dose series show EC50 in µM;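 also: cells exposed to compound for 48 hours before viability readout; 0% = vehicle and 100% = reference cytotoxic drug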
Spn PMK inh pilot replicates: further read-out of Spn PMK inh, marked with its call; inhibition, %; measured here: pilot screen replicates
Spn MK inh pilot replicates: further read-out of Spn MK inh, marked with its call; inhibition, %; measured here: pilot screen replicates
DPM-DC inhibit pilot screen %: further read-out of DPM-DC inhibit, marked with its call; inhibition, %; measured here: pilot screen trials
* = called active by the depositor; i = inactive; · = not tested or not shown; [ ] = dose if it differs, or a comment. Rule as the data show it, unless noted: active = cytotoxicity above about 50%; inactive = the rest.

SMILES | LYP inhibition | TNAP inhibition | Spn PMK inh | HPDE-C7K KRASV12 | DPM-DC inhibit | Spn MK inh | HT1080 viability | Bfl-1 inhibitors | HPDE-C7 cytotoxicity | others
CCc1cc2cc3c(cc2nc1SCC(=O)N1CCN(C(=O)c2ccco2)CC1)OCO3 | 2% | 6% | 6 | 9% | i | 7 | 3% | -7% | -16%
O=C(c1cc2nc(C3CC3)cc(C(F)(F)F)n2n1)N1CCCC1 | 12% | 10% | 10 | 0% | i | 8 | -10% | 4% | -10%
COc1ccccc1N1CCN(C(=O)c2ccc(NC(C)=O)cc2)CC1 | 5% | 8% | 15 | -1% | i | 0 | 3% | -5% | 6%
N#CCSc1nnc(Cc2cccs2)n1C1CCCCC1 | 3% | 6% | 16 | 9% | i | 3 | 11% | 3% | -7%
O=C(O)CCN1C(=O)C2C3C=CC(C3)C2C1=O (stereo not given) | 3% | -7% | 19 | 5% | i | 3 | 42% | -5% | 2%
CC1(C)Cc2ccccc2-c2nnc(SCC(=O)N3CCc4ccccc43)n21 | · | 11% | 10 | 6% | i | 5 | 22% | 7% | 4%
O=S(=O)(NC1CC1)c1ccc(S(=O)(=O)N2CCN3CCCC3C2)cc1 (stereo not given) | 3% | 4% | 6 | 1% | i | 6 | 2% | -12% | -12%
CC1=C(C(=O)OCC2CCCO2)C(c2ccccc2OC(C)C)C2=C(CC(c3ccco3)CC2=O)N1 (stereo not given) | -1% | -20% | 8 | -17% | · | 4 | 3% | -2% | -7%
COc1ccc(OC)c(NC(=O)CN(c2ccc(C(C)C)cc2)S(=O)(=O)c2c(C)noc2C)c1 | 1% | 6% | 15 | 13% | i | 3 | -6% | -2% | 3%
O=c1c2ccccc2nc(-c2ccccc2)n1CCCn1ccnc1 | 12% | 21% | 0 | -23% | i | 9 | -7% | 3% | -11%
O=C(c1ccc(Cn2cc(Br)cn2)o1)n1cccn1 | 4% | 3% | 0 | 12% | i | 7 | -4% | 3% | 5%
Cc1ccc2cc(C#N)c(N3CCCC3)nc2c1C | 4% | 11% | 13 | -10% | i | 5 | -12% | -3% | -14% | Spn PMK inh pilot replicates=4.0;Spn MK inh pilot replicates=0.0;DPM-DC inhibit pilot screen %=7.5
Cc1cc(C)n(-c2nc(SCC(=O)N3CCCC3)c3c4c(sc3n2)CCCC4)n1 | 6% | 4% | 0 | 16% | i | 5 | 3% | -11% | 12%
CCc1ccc(S(=O)(=O)NCc2csc(-c3ccccc3)n2)s1 | -2% | 14% | 3 | 18% | i | 9 | 24% | -4% | 2%
O=C1CCc2cc(S(=O)(=O)N3CCC(C(=O)NCc4ccccc4Cl)CC3)ccc2N1 | 0% | 6% | 0 | 8% | i | 8 | -10% | 5% | -6%
O=C(Cc1ccc(-n2cccc2)cc1)NCc1cccs1 | 0% | 3% | 9 | 32% | i | 5 | 23% | -15% | 50%
CCCCNC(=O)Cn1c(=O)n(C)c2ccccc21 | 9% | 14% | 6 | 5% | i | 2 | -2% | -6% | 5% | Spn PMK inh pilot replicates=4.0;Spn MK inh pilot replicates=0.0;DPM-DC inhibit pilot screen %=0.0
CCSc1nnc(Cn2c(=O)sc3ccccc32)n1C | -8% | 10% | 5 | -4% | i | 4 | 2% | 4% | 0%
COc1ccc2c(c1)C(=O)CC(c1ccccc1F)O2 (stereo not given) | 9% | 9% | 6 | 8% | i | 2 | 1% | -5% | -4%
CC(=O)OCc1cc(=O)n(C)c(=O)n1C | -4% | 8% | 6 | -3% | i | 12 | -4% | -11% | -8%

Entries above that contain an aryl methoxy group (3):
SMILES | LYP inhibition | TNAP inhibition | Spn PMK inh | HPDE-C7K KRASV12 | DPM-DC inhibit | Spn MK inh | HT1080 viability | Bfl-1 inhibitors | HPDE-C7 cytotoxicity | others
COc1ccccc1N1CCN(C(=O)c2ccc(NC(C)=O)cc2)CC1 | 5% | 8% | 15 | -1% | i | 0 | 3% | -5% | 6%
COc1ccc(OC)c(NC(=O)CN(c2ccc(C(C)C)cc2)S(=O)(=O)c2c(C)noc2C)c1 | 1% | 6% | 15 | 13% | i | 3 | -6% | -2% | 3%
COc1ccc2c(c1)C(=O)CC(c1ccccc1F)O2 (stereo not given) | 9% | 9% | 6 | 8% | i | 2 | 1% | -5% | -4%

Carrying on.
SMILES | LYP inhibition | TNAP inhibition | Spn PMK inh | HPDE-C7K KRASV12 | DPM-DC inhibit | Spn MK inh | HT1080 viability | Bfl-1 inhibitors | HPDE-C7 cytotoxicity | others
COc1ccc(-c2noc(C)c2-c2ccc3ccccc3n2)c(O)c1 | · | 5% | 8 | 54%* | i | 0 | 5% | -4% | 48%
Cc1cc(NCCCn2ccnc2)n2nc(-c3ccc(F)cc3)cc2n1 | 5% | -3% | 9 | -6% | i | 6 | 7% | -11% | 10%
Cc1ccc2c(CC(=O)OCc3csc(C)n3)coc2c1 | 13% | 19% | 0 | 1% | i | 5 | 2% | 5% | 0% | Spn PMK inh pilot replicates=4.5;Spn MK inh pilot replicates=0.0;DPM-DC inhibit pilot screen %=4.0
CCOC(=O)c1ccc(CSc2nnc(N)s2)cc1 | -1% | 2% | 0 | 1% | i | 2 | -1% | 2% | 2%
Cc1sc2nc(CN3CCOCC3)nc(Oc3ccc(NC(=O)c4ccco4)cc3)c2c1C | 15% | 11% | 13 | 39% | i | 4 | 0% | 1% | 19%
Cc1ccc(C(C(=O)NC2CCCC2)N(Cc2ccco2)C(=O)CCC(=O)Nc2ccccn2)cc1 (stereo not given) | 6% | 14% | 6 | 2% | i | 14 | -6% | -5% | -7%
CC1Cc2ccccc2N1S(=O)(=O)c1cccc(C(=O)NCCCO)c1 (stereo not given) | 4% | 0% | 10 | 6% | i | 6 | 8% | -2% | 5%
O=C(OCc1nnc(-c2ccccc2)o1)c1ccco1 | · | 11% | 15 | 6% | i | 2 | -2% | -2% | -1%
C/C(Cl)=C\CSc1nnc2n(N)c(=O)c3ccccc3n12 | -1% | 3% | 10 | -2% | i | 2 | -4% | -7% | -1%
O=C(CCOc1ccccc1)OCC(=O)c1cc2ccccc2o1 | -9% | 14% | 0 | -20% | i | 0 | -7% | -7% | -16%
CCOC(=O)C1CCN(S(=O)(=O)c2cccc3nonc23)CC1 | 1% | 3% | 0 | -1% | i | 3 | · | 0% | -16%
Cc1ccc(Nc2nc(C)c(CCC(C)C)c(=O)[nH]2)cc1 | -5% | 15% | 6 | 2% | i | 5 | · | -2% | 7%
COc1ccc2nc(NC(=O)CN(c3ccc(C)cc3)S(=O)(=O)c3c(C)nn(C)c3C)sc2c1 | -10% | 14% | 3 | 18% | i | 2 | 8% | -8% | 11%
Cc1ccc(Cc2cnc(N)s2)o1 | -8% | 5% | 0 | -9% | i | 0 | 6% | 5% | -21%
CCC1(C)Cc2c(sc3c2c(=O)n(C)c2nnc(SCc4ccccc4)n32)CO1 (stereo not given) | 4% | 6% | 6 | 3% | i | 0 | 28% | -6% | -6%
Cc1ccc(CS(=O)(=O)CCC(=O)NCc2cccs2)cc1 | 8% | 10% | 11 | 0% | i | 6 | 0% | 2% | -15%
O=C(CSc1nc2c(sc3ccccc32)c(=O)n1CCO)NCC1CCCO1 (stereo not given) | 9% | 4% | 18 | 0% | i | 11 | 1% | -5% | 2%
Cc1ccc(Nc2nnc(SCc3cc(=O)n4ccsc4n3)s2)c(C)c1 | 3% | 7% | 11 | 2% | i | 14 | 15% | -2% | 10%
Brc1ccccc1-c1nnc2sc(-c3ccc4c(c3)OCCO4)nn12 | 9% | 8% | 11 | 32% | i | 6 | 6% | 1% | 34%
CCOC(=O)C(C(=O)OCC)C(C)C#CCN1CCCCC1 (stereo not given) | 0% | 11% | 8 | -3% | i | 9 | 6% | 0% | -50% | Spn PMK inh pilot replicates=2.5;Spn MK inh pilot replicates=0.0;DPM-DC inhibit pilot screen %=0.0

Reprinted from the part before: 6 compounds, then new ones.
SMILES | LYP inhibition | TNAP inhibition | Spn PMK inh | HPDE-C7K KRASV12 | DPM-DC inhibit | Spn MK inh | HT1080 viability | Bfl-1 inhibitors | HPDE-C7 cytotoxicity | others
CCC1(C)Cc2c(sc3c2c(=O)n(C)c2nnc(SCc4ccccc4)n32)CO1 (stereo not given) | 4% | 6% | 6 | 3% | i | 0 | 28% | -6% | -6%
Cc1ccc(CS(=O)(=O)CCC(=O)NCc2cccs2)cc1 | 8% | 10% | 11 | 0% | i | 6 | 0% | 2% | -15%
O=C(CSc1nc2c(sc3ccccc32)c(=O)n1CCO)NCC1CCCO1 (stereo not given) | 9% | 4% | 18 | 0% | i | 11 | 1% | -5% | 2%
Cc1ccc(Nc2nnc(SCc3cc(=O)n4ccsc4n3)s2)c(C)c1 | 3% | 7% | 11 | 2% | i | 14 | 15% | -2% | 10%
Brc1ccccc1-c1nnc2sc(-c3ccc4c(c3)OCCO4)nn12 | 9% | 8% | 11 | 32% | i | 6 | 6% | 1% | 34%
CCOC(=O)C(C(=O)OCC)C(C)C#CCN1CCCCC1 (stereo not given) | 0% | 11% | 8 | -3% | i | 9 | 6% | 0% | -50% | Spn PMK inh pilot replicates=2.5;Spn MK inh pilot replicates=0.0;DPM-DC inhibit pilot screen %=0.0
CCCn1c(SCC(=O)NC2CCCCC2)nnc1-c1ccncc1 | 9% | 8% | 6 | 4% | i | 0 | -3% | 2% | -3%
COC(=O)c1ccc(C2C3=C(Nc4nnnn42)c2ccccc2OC3)cc1 (stereo not given) | · | 10% | 0 | -17% | i | 3 | 9% | 5% | -6%
COc1ccc(C(NC(=O)c2ccco2)c2ccc(OC)c(OC)c2)cc1OC | · | 1% | 11 | -8% | i | 8 | -22% | -1% | -8%
O=C(CSc1nnnn1Cc1ccccc1)c1ccccc1 | 0% | 1% | 9 | -16% | i | 0 | 1% | -2% | -14%
CCOC(=O)C(C)Sc1nc(-c2ccc(OC)cc2)nc2c1c(=O)n(C)c(=O)n2C (stereo not given) | 6% | 2% | 8 | 6% | · | 6 | -4% | -3% | 6%
O=C(Nc1ccc2c(c1)OCO2)c1noc2c1CCCCC2 | 5% | 15% | 0 | -11% | i | 4 | 5% | -3% | -3%
O=C(Nc1ccccc1)N1CCCC(c2nc(-c3cccs3)no2)C1 (stereo not given) | · | 8% | 15 | -9% | i | 0 | -1% | -2% | 2%
O=c1[nH]c2cc3c(cc2cc1C(c1nnnn1C1CCCCC1)N1CCSCC1)OCCO3 (stereo not given) | 5% | 6% | 17 | -22% | i[may fluoresce] | 0 | 0% | -5% | -14% | Spn PMK inh pilot replicates=0.0;Spn MK inh pilot replicates=0.5;DPM-DC inhibit pilot screen %=65
